Screens as filed in PubChem BioAssay.
Myeloid diff MLP: promotes myeloid progenitor differentiation; ER-HoxA9 myeloid progenitors, lysozyme-GFP differentiation, flow cytometry; calls only at 10 µM; 1% of 360,000 active;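 active means normalized GFP-positive differentiation at or above the plate's own cutoff, the solvent-only control mean plus 3 SD; inconclusive means no clear call, values can overlap the other calls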;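 further: cells exposed to compound for four days before flow analysis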
PhoP inhibition: inhibitors of PhoP regulon expression, primary screen, Salmonella Typhimurium, GFP reporter (AID 1863); one-dose inhibition, % at 50 µM; IC50 in µM for titrated hits; 0.16% of 300,000 active; S. Typhimurium PhoP-regulated promoter GFP reporter, 4 h; higher % means a stronger effect;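 active means inhibition over 29.93%, a cutoff 3 SD above the screen mean, later confirmed by dose response; inconclusive means inhibition over 29.93% but no dose response follow-up; inactive means inhibition at most 29.93% or unconfirmed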;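 further: 0% = low Mg2+ inducing control and 100% = high Mg2+ repressing control; strong numbers were not always called active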
Myeloid diff MLP GFP+ MAC1+ %: also measured in Myeloid diff MLP; calls as there; GFP+ MAC1+ double positive, %; measured here: differentiation confirmed by MAC1 staining
The depositor's hits bear a star; i = inactive; ? = inconclusive; / = not tested or not shown.

SMILES | Myeloid diff MLP | Myeloid diff MLP GFP+ MAC1+ % | PhoP inhibition
COc1ccc(COC(=O)c2ccc(C)c(S(=O)(=O)N3CCOCC3)c2)cc1F | i | 1.4 | -6.8%
CS(=O)(=O)N(CC(=O)O)c1cc(C(F)(F)F)ccc1Cl | i | 4.2 | 2.0%
O=C(NCCS(=O)(=O)NC1CCCC1)c1ccccc1 | i | 0.5 | 0.8%
O=C(CN1C(=O)NC2(CCOc3ccccc32)C1=O)c1ccc[nH]1 (stereo not given) | i | 0.4 | 13.3%
CN1CCN(C(=O)CCN2C(=O)c3ccccc3S2(=O)=O)CC1 | i | 0.6 | -2.4%
CCN(CC(=O)NCc1cccs1)C(=O)c1cccc(S(=O)(=O)Nc2ccc(OC)cc2)c1 | i | 0.5 | -2.5%
COc1ccc(NS(=O)(=O)c2cccc(C(=O)NNC(=O)c3cncc(Br)c3)c2)cc1 | i | 0.9 | -1.1%
Cc1ccc(C2(C)NC(=O)N(CC(=O)Nc3ccccc3N3CCCCC3)C2=O)cc1 (stereo not given) | i | 0.6 | -5.5%
CCCCn1c(N)c(N(CCOC)C(=O)CSc2n[nH]c(-c3ccc(C)cc3)n2)c(=O)[nH]c1=O | i | 0.6 | 3.6%
C=CCn1c(O)c2ccc(C(=O)N=NC(=O)c3ccc(F)cc3)cc2c1O | i | 0.5 | -6.1%
O=C(NCc1ccccn1)c1cccc(S(=O)(=O)NCc2ccccc2)c1 | i | 1.2 | 8.0%
COC(=O)[C@H]1[C@H]2C[C@@H]3c4[nH]c5cc(OC)ccc5c4CCN3C[C@H]2C[C@@H](OC(=O)c2cc(OC)c(OC)c(OC)c2)[C@@H]1OC | i | 8.7 | -8.5%
CCOC(=O)C[C@H]1c2ccccc2S(=O)(=O)N1C1CC1 | i | 1.7 | -2.4%
CC(C)(C)OC(=O)NCCCC[C@@H](C(=O)NCCCCCCCCCCC(=O)N1CCN(C(=O)OC(C)(C)C)CC1)n1cc(CCO)nn1 | i | 0.6 | -11.7%
CCOC(=O)c1c(C)[nH]c(C(=O)OCC(=O)c2ccc3c(c2)NC(=O)CO3)c1C | i | 1.1 | 2.0%
Nc1cc(C(=O)OCC(=O)N2CCCC2=O)ccc1Cl | i | 1.1 | -9.2%
O=C(OCC(=O)N1CCCC1=O)c1nc(Cl)ccc1Cl | i | 0.5 | -5.2%
COCCCN1C(=O)c2ccc(C(=O)OCC(=O)N(CCC#N)c3cc(C)cc(C)c3)cc2C1=O | i | 0.6 | -8.5%
OCC[C@H]1C[C@@H](O)[C@H](O)[C@]2(Cc3ccccc3CO2)O1 | i | 1.5 | 7.9%
CN(C(=O)C1CCN(S(=O)(=O)c2ccccc2)CC1)c1c(N)n(Cc2ccccc2)c(=O)[nH]c1=O | i | 0.7 | 5.7%
OCC1OC(n2cnc3c(NC4CCCC4)ncnc32)C(O)C1O (stereo not given) | i | 3.4 | -10.8%
CCCCn1c(N)c(N(CC)C(=O)CSc2nnc(-c3ccco3)n2CC)c(=O)[nH]c1=O | i | 0.8 | 3.5%
O=C(NCc1ccccc1)[C@]1(C(F)(F)F)C[C@H](CCc2ccccc2)CCCO1 | i | 1.2 | -5.9%
Cc1ccc(C)c(S(=O)(=O)N2CCN(C(=O)Cc3ccc(S(=O)(=O)N4CCOCC4)s3)CC2)c1 | i | 0.5 | 10.7%
CC(=O)Nc1ccc(S(=O)(=O)NC2CC(=O)N(c3ccc(C)c(C)c3)C2)cc1 (stereo not given) | i | 0.2 | -0.2%
COc1cccc(CNC(=O)C(=O)NCCC2CCCCN2S(=O)(=O)c2ccccc2)c1 (stereo not given) | i | 0.7 | -6.1%
Cc1cc(S(=O)(=O)NCC(c2ccc(F)cc2)N2CCN(C)CC2)ccc1F (stereo not given) | i | 0.5 | -4.0%
Cc1ccc2nc(SCC(=O)c3ccccc3)nc(=O)n2c1 | i | 0.2 | 0.9%
O=C(NCCS(=O)(=O)NCCCc1ccccc1)c1ccccc1 | i | 0.8 | -6.5%
Cc1ccccc1CNC(=O)C(=O)NCCC1CCCCN1S(=O)(=O)c1cccs1 (stereo not given) | i | 0.5 | -4.9%

Whole records from above. Values in the order: Myeloid diff MLP	Myeloid diff MLP GFP+ MAC1+ %	PhoP inhibition
`Cc1cc(S(=O)(=O)NCC(c2ccc(F)cc2)N2CCN(C)CC2)ccc1F` (stereo not given) in the list: i	0.5	-4.0%
`O=C(OCC(=O)N1CCCC1=O)c1nc(Cl)ccc1Cl` in the list: i	0.5	-5.2%
`COCCCN1C(=O)c2ccc(C(=O)OCC(=O)N(CCC#N)c3cc(C)cc(C)c3)cc2C1=O` in the list: i	0.6	-8.5%

Other compounds.
SMILES | Myeloid diff MLP | Myeloid diff MLP GFP+ MAC1+ % | PhoP inhibition
CCCCn1c(N)c(N(CC(C)C)C(=O)c2ccc(-c3ccc(C(C)=O)cc3)o2)c(=O)[nH]c1=O | i | 1.0 | 5.8%
CCCn1c(N)c(N(CCOC)C(=O)c2ccc(N(C)S(=O)(=O)c3ccc(C)cc3)cc2)c(=O)[nH]c1=O | i | 1.6 | -1.5%
O=C(NNC(=O)c1cc(Cl)ccc1[N+](=O)[O-])c1csc(N2CCOCC2)n1 | i | 1.4 | -6.7%
COc1cccc(CNC(=O)c2ccc(C)c(S(=O)(=O)N3CCOCC3)c2)c1 | i | 0.7 | -0.5%
COc1ccc(N2CCN(C(=O)COC(=O)CCOc3cc(C)ccc3C)CC2)cc1 | i | 0.4 | -0.3%
CCCCc1nc(SCC(=O)N2CCCCC2)c2c(=O)n(C)c(=O)n(C)c2n1 | i | 0.6 | -3.7%
CC1CCCC(NC(=O)CCNC(=O)c2ccc(Cl)cc2)C1C (stereo not given) | i | 1.3 | 11.9%
COc1ccc(NC(=O)CSc2nnc(Cc3ccccc3)c(=O)n2N)cc1 | i | 0.7 | 0.1%
Cc1cccc(OCC(=O)OC(C)C(=O)Nc2ccc(Cl)cn2)c1 (stereo not given) | i | 0.4 | -5.1%
Nc1nc(F)nc2c1ncn2[C@@H]1O[C@H](CO)[C@@H](O)[C@H]1O | ? | / | 27.8µM*
CC(=O)c1cccc(NC(=O)CSc2nc(=O)n(CCN3CCOCC3)c3c2CCC3)c1 | i | 0.3 | 7.8%
O=C(N[C@H](CO)[C@H](O)c1ccc([N+](=O)[O-])cc1)C(Cl)Cl | i | 1.7 | 9.52µM*
O=C(Nc1cc(Cl)ccc1-n1cncn1)c1cc(F)cc(F)c1 | i | 1.4 | -9.2%
CCCCN(C(=O)C1CC(=O)N(Cc2ccc(C)cc2)C1)c1c(N)n(CCCC)c(=O)[nH]c1=O (stereo not given) | i | 1.3 | -10.8%
CN(Cc1c(F)cccc1Cl)C(=O)c1cccc(S(=O)(=O)NCc2ccccc2)c1 | i | 0.5 | -3.8%
CCN(CC(=O)Nc1ccccc1C(F)(F)F)C(=O)c1ccc2[nH]c3c(c2c1)CC(C)CC3 (stereo not given) | i | 1.3 | -1.4%
Cc1ccc(-c2nnc(NC(=O)C3=COCCO3)o2)c(C)c1 | i | 0.8 | -4.5%
CCN(c1ccccc1)S(=O)(=O)c1cccc(C(=O)NCc2ccccn2)c1 | i | 0.8 | -4.8%
COc1ccc(C(C)=O)cc1COC(=O)CCNS(=O)(=O)c1ccc(C)cc1 | i | 0.8 | -7.1%
Cc1sc2ncnc(SCC(=O)N3CCCC(C(N)=O)C3)c2c1C (stereo not given) | i | 0.3 | -3.4%
C=CC[C@]12C=C(OC)C(=O)C=C1O[C@@H](c1ccc3c(c1)OCO3)[C@H]2C | i | 2.4 | 10.2%
Cc1ccccc1C(=O)N1CCC(C(=O)Nc2ccccc2N2CCCC2)CC1 | i | 0.8 | -5.5%
CCN1CCN(S(=O)(=O)c2ccc(OC)c(NC(=O)c3ccccc3F)c2)CC1 | i | 0.5 | 2.5%
Cc1ccc(C(=O)NCC(c2ccco2)N2CCOCC2)cc1 (stereo not given) | i | 0.5 | 1.8%
CC1(C)Cc2cccc(OCC(=O)OCC(=O)Nc3ccc(C(N)=O)cc3)c2O1 | i | 1.4 | -2.7%
O=C1c2c(O)cc(O)cc2O[C@H](c2ccc(O)cc2)[C@H]1O | i | 4.1 | -10.7%
Cc1noc(C)c1COc1ccccc1C(=O)N1CCN(S(=O)(=O)c2ccccc2F)CC1 | i | 0.8 | 6.1%
N#Cc1cccc(C(=O)OCC(=O)NC(=O)NC2CCCCC2)c1 | i | 0.5 | -3.4%
C=CCn1c(C)cc(C(=O)COC(=O)/C=C/c2c(C)nn(C3CCS(=O)(=O)C3)c2Cl)c1C (stereo not given) | i | 1.0 | -1.1%
O=C1c2ccccc2C(=O)C12OC(c1ccccc1)C1(C(=O)c3ccccc3C1=O)C2c1ccc([N+](=O)[O-])cc1 (stereo not given) | i | 1.0 | -1.2%

Shown as a hit in PhoP inhibition, among the entries above:
| SMILES | Myeloid diff MLP GFP+ MAC1+ % | PhoP inhibition |
| --- | --- | --- |
| Nc1nc(F)nc2c1ncn2[C@@H]1O[C@H](CO)[C@@H](O)[C@H]1O | / | 27.8µM* |
| O=C(N[C@H](CO)[C@H](O)c1ccc([N+](=O)[O-])cc1)C(Cl)Cl | 1.7 | 9.52µM* |

Following part:
SMILES | Myeloid diff MLP | Myeloid diff MLP GFP+ MAC1+ % | PhoP inhibition
Cc1ccc(F)cc1NC(=O)CSc1nnc(CNC(=O)c2ccco2)n1C | i | 0.7 | 7.3%
COc1ccccc1C(CNC(=O)c1cccc(NS(=O)(=O)c2ccc(C)c(F)c2)c1)N(C)C (stereo not given) | i | 0.5 | 2.5%
Cc1ccc(S(=O)(=O)N2CCN(S(C)(=O)=O)C2C)cc1 (stereo not given) | i | 0.5 | -2.0%
Cc1ccc(CSCC(=O)N(C)CC(=O)Nc2c(Cl)cccc2Cl)cc1 | i | 0.8 | 5.7%
CCC1(CC)C(=O)C2=C3C1[C@H](C(=O)OC)C=C(C(=O)OC)C[C@H]3[C@H]1C(=O)NC(=O)[C@H]1[C@H]2C (stereo not given in full) | i | 2.3 | -8.4%
COc1ccccc1CNC(=O)COC(=O)c1ccccc1-c1ccccc1 | i | 1.5 | -4.6%
O=C(COC(=O)CSc1ccc([N+](=O)[O-])cc1)NCc1ccco1 | i | 0.7 | -5.1%
Cc1ccc(C)c(NC(=O)CN(C)C(=O)c2cccc(-n3cccc3)c2)c1 | i | 0.6 | -0.8%
O=C(NC1CC1)C1=C[C@@H](c2ccc(C(F)(F)F)cc2)C[C@@H](OCc2ccc(CO)cc2)O1 | i | 1.5 | -9.0%
O=C(NCC(c1ccco1)N1CCN(c2ccc(F)cc2)CC1)C(=O)NC1CCCCC1 (stereo not given) | i | 1.5 | -4.3%
COc1ccc(-c2csc3ncnc(N4CCN(S(=O)(=O)c5ccc(C(C)=O)cc5)CC4)c23)cc1 | i | 1.9 | 9.1%
CC(=O)Nc1cccc(C(=O)OCC(=O)c2ccc(S(=O)(=O)N3CCCCC3)cc2)c1 | i | 1.1 | -4.6%
O=C(NC1CCCC1)c1ccc2c(c1)S(=O)(=O)c1ccccc1C2=O | i | 0.9 | -2.0%
C[C@H]1CC[C@]2(O[C@H](CCO)C[C@H](O)[C@H]2O)O1 | i | 1.8 | -0.2%
COC(=O)c1c(C)[nH]c(C(=O)OC(C)C(=O)N2CCOCC2)c1C (stereo not given) | i | 1.2 | -1.2%
O=C(COc1ccc(F)cc1Cl)Nc1nc(-c2ccccn2)cs1 | i | 1.2 | 2.3%
O=C1CC2(CCN(C(=O)COc3ccccc3F)CC2)Oc2ccccc21 | i | 0.3 | 2.1%
CCCCOc1cc(CC2CNC(=O)N2)ccc1OC (stereo not given) | i | 2.3 | -9.8%
CCCc1cc(=O)[nH]c(SCC(=O)c2cc(C)n(C(C)COC)c2C)n1 (stereo not given) | i | 1.2 | 6.5%
c1ccc(C2(CN3CCNC[C@H]3Cc3cccc4ccccc34)CC2)cc1 | i | 0.5 | -3.0%
CN1CCN(S(=O)(=O)c2cccc(C(=O)NCCOc3ccccc3)c2)CC1 | i | 0.6 | -2.9%
CCN(CC(=O)NC(=O)NC1CCCC1)Cc1ccccc1 | i | 1.1 | 0.3%
CN(CC(=O)Oc1ccc(-c2nnco2)cc1)S(=O)(=O)c1ccc(F)cc1 | i | 0.9 | 3.0%
COc1ccc2oc(C(=O)OCC(=O)NCCc3ccccc3)c(C)c2c1 | i | 0.7 | 3.0%
COc1ccc(CCNC(=O)CSc2nc(=O)[nH]c3c2CCC3)cc1OC | i | 0.3 | -7.4%
CSCCC(NC(=O)c1ccccc1Br)C(=O)NCC(c1ccco1)N1CCCCC1 (stereo not given) | i | 0.5 | -4.8%
CCOc1ccccc1OCCC(=O)OCC(=O)Nc1c(C)cc(C)cc1C | i | 0.7 | -10.0%
CCc1noc(C)c1C(=O)Nc1ccc(-c2nnc3n2CCCCC3)cc1 | i | 1.1 | 12.0%
CN(C)c1ncc(C2=C(Cl)C(=O)C(N3CCCC3)=C(Cl)C2=O)s1 | i | 2.0 | -1.8%
Cc1ccccc1Cn1nnc2c1C(=O)c1ccccc1C2=O | i | 2.3 | 1.7%
CN(C(=O)COc1coc(CN2CCN(c3ccccc3)CC2)cc1=O)c1ccccc1 | i | 0.4 | 4.3%
COC(=O)[C@@]12CCCCN1[C@H](c1ccc(-c3cccc(Cl)c3)c(OC)c1)[C@H]1C(=O)N(C)C(=O)[C@H]12 | i | 1.3 | 4.9%
O=C(CSC1=NS(=O)(=O)c2ccccc2N1)Nc1ccc(F)cc1 | i | 0.6 | -1.8%
CCN(CC(=O)Nc1ccccc1C(F)(F)F)C(=O)CSCc1ccc(C)cc1 | i | 0.8 | -6.6%
O=C(COc1ccccc1)NCC(c1ccco1)N1CCCCC1 (stereo not given) | i | 1.0 | -1.9%

This is a subset, so the mix of outcomes need not match the whole.
